From PubChem
tim23-1 inh = growth inhibitors of tim23-1 mutant yeast, primary screen, luminescence, uHTS; S. cerevisiae tim23-1 growth, BacTiter-Glo luminescence, 24 h; inhibition, % at 20 µM; 1.3% of 330,000 active; AID 463212, 2010;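 active means growth inhibition of the mutant yeast at or above 50%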;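 further: temperature-sensitive mutant grown at 25 °C; plate controls were DMSO-treated mutant yeast for no effect and medium wells lacking yeast for full effect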
GRIN3A LBD mod = binders of NR3A ligand-binding domain, primary screen, biophysical, differential scanning fluorimetry, uHTS. Glutamate receptor ionotropic, NMDA 3A (GRIN3A) ligand-binding domain. NR3A LBD differential scanning fluorimetry, Tm shift; 0% = protein alone, 100% = glycine-bound protein. Tm shift relative to glycine control, % at 25 µM. 2.5% of 340,000 active. AID 1259313, 2017;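 active means melting temperature shift of at least 10% of the positive control shift, at one fixed dose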
NALP3 yeast inh = NALP3 inflammasome inhibitors in reconstituted yeast, primary screen, luminescence, uHTS | Yeast reconstituted NLRP3/ASC/caspase-1, beta-gal luminescence, 24 h | inhibition, % at 10 µM | 0.39% of 330,000 active | AID 2825, 2010;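 active means inhibition of 50% or more; inactive means inhibition below 50%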;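 further: plate controls were induced DMSO wells for no effect and uninduced yeast grown without galactose for full effect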
tim10-1 inh = growth inhibitors of tim10-1 mutant yeast, primary screen, luminescence, uHTS; S. cerevisiae tim10-1 ts strain growth, BacTiter-Glo, 24 h; 2.2% of 330,000 active; inhibition, % at 20 µM; AID 463190, 2010;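 active means inhibition of at least 40%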;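 further: mutant grown at 25 °C; 0% = DMSO wells with yeast and 100% = wells holding no yeast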
UPR CHOP act = activators of apoptotic CHOP UPR arm, primary screen, cell-based, CHO-CHOP luciferase reporter, luminescence, uHTS; UPR activation; percent of tunicamycin response over DMSO baseline; activation, % at 10 µM; 0.34% of 330,000 active; AID 449763, 2010;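 active means at 10 µM dose, activation of 40% or more, normalized to positive control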;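 further: 100% = tunicamycin at 10 µg/mL and 0% = DMSO alone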
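Material: CHO-CHOP cells, stable luciferase reporter of PERK-eIF2a-CHOP signalling; quantity: 500 reporter cells seeded per well; buffer or medium: F12 medium containing 10% fetal bovine serum; compound: one dose, 10 µM in 0.5% DMSO; incubation: 6 h compound treatment, 37 °C; measured by: Steady-Glo luciferase luminescence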
APJ agonist = agonists of human apelin receptor APJ, primary screen, CHO-K1 cells, PathHunter beta-arrestin, luminescence | P35414 | 0% DMSO wells, 100% apelin | activation, % at 20 µM | 0.11% of 330,000 active;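 active means activation more than six SD over the plate average, tested at 20 µM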;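 further: 0% = DMSO alone and 100% = apelin-13 at 10 nM; some results filed as inactive read as strong as hits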
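Test system – PathHunter CHO-K1 APJ (AGTRL-1) beta-arrestin reporter cells · Input – 1000 cells/well · Compound – single test compound dose, 20 µM final, 1% DMSO · Times – compound stimulation 90 min at 25 °C, detection 60 min · Technique – beta-gal luminescence · Read-out basis – APJ–arrestin association signal · Control set – negative DMSO alone, positive Apelin-13 at 10 nM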
TIM10 inh = growth inhibitors of isogenic TIM10 control yeast, primary screen, counter-screen for tim10-1 yeast inhibitor project, luminescence, uHTS; S. cerevisiae TIM10 strain growth, BacTiter-Glo luminescence, 24 h; inhibition, % at 10 µM; 1.4% of 330,000 active;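 active means inhibition of 40% or more at the single tested concentration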;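 further: wild-type TIM10 isogenic control strain grown at permissive 25 °C; 0% = DMSO yeast wells and 100% = minimal medium wells without yeast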
Mdm2 MdmX PPI = inhibitors of human Mdm2-MdmX association, primary screen, cell-based, luminescence, split luciferase, SaOS-2, uHTS. SaOS-2 split-luciferase Mdm2/MdmX complementation. 3% of 330,000 active. inhibition, % at 8 µM;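 active means inhibition of at least 50% at 8 µM in the primary screen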
Target sequence (O15151 whole entry, looked up): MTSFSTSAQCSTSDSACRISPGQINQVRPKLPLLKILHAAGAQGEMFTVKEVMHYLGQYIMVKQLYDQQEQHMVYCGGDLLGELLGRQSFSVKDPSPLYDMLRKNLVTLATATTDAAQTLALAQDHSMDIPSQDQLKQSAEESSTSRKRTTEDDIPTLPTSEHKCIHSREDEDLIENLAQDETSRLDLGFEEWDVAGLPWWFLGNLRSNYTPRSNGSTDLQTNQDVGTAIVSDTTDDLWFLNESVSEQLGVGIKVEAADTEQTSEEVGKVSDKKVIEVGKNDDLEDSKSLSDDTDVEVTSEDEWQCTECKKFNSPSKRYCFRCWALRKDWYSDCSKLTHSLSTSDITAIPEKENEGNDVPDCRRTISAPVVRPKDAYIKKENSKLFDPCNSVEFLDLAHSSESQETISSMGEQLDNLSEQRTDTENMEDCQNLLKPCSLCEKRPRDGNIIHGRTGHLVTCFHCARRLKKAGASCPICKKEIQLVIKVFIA
Target sequence (Q00987 whole entry, looked up): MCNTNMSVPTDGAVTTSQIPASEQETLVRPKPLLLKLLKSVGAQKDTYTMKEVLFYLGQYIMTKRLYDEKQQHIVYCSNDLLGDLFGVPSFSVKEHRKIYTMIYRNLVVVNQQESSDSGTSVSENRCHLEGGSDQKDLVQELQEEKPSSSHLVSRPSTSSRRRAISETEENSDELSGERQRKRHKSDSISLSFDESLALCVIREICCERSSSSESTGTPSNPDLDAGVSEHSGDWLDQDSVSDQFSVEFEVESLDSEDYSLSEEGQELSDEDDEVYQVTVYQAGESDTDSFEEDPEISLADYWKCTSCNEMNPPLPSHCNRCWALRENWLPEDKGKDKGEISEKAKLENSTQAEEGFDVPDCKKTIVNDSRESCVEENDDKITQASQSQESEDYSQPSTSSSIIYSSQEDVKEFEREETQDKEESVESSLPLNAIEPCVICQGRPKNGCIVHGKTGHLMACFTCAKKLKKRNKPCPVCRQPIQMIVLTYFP
XBP1 UPR activ = activators of adaptive XBP1 UPR arm, primary screen, cell-based, CHO-XBP1 luciferase reporter, luminescence, uHTS; IRE1-XBP1 UPR activation; percent of tunicamycin response, DMSO as zero; activation, % at 20 µM; 0.33% of 330,000 active; AID 463104, 2010;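 active means versus positive control, 20 µM dose yields 30% or more activation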;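 further: 100% = tunicamycin at 10 µg/mL and 0% = DMSO only wells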
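Assay system: CHO-XBP1 luciferase reporter cells; Schedule: 6 h treatment, 37 °C; Detection: glow luminescence from Steady-Glo reagent; Benchmarks: high control tunicamycin 10 µg/mL final, low control DMSO vehicle only.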
The depositor's hits bear a star; . = no result given.

A first look, three compounds:
SMILES	tim23-1 inh	GRIN3A LBD mod	NALP3 yeast inh	tim10-1 inh	UPR CHOP act	APJ agonist	TIM10 inh	Mdm2 MdmX PPI	XBP1 UPR activ
CCN(CC)S(=O)(=O)c1ccc(Cl)c(C(=O)OC2CC(C)OC2=O)c1 (stereo not drawn)	11	-2	1	3	0.3	-3	9	-10	4
Cc1ccc(-n2cc(-c3ccc([N+](=O)[O-])cc3)[nH]c2=S)c(C)c1	44	0	4	46*	4.9	1	40	-15	0
Cc1ccn2cc(-c3nonc3C)cc2c1	25	-34	8	12	1.1	4	1	-21	6

This part in full, from the first entry:
SMILES	tim23-1 inh	GRIN3A LBD mod	NALP3 yeast inh	tim10-1 inh	UPR CHOP act	APJ agonist	TIM10 inh	Mdm2 MdmX PPI	XBP1 UPR activ
CCN(CC)S(=O)(=O)c1ccc(Cl)c(C(=O)OC2CC(C)OC2=O)c1 (stereo not drawn)	11	-2	1	3	0.3	-3	9	-10	4
Cc1ccc(-n2cc(-c3ccc([N+](=O)[O-])cc3)[nH]c2=S)c(C)c1	44	0	4	46*	4.9	1	40	-15	0
Cc1ccn2cc(-c3nonc3C)cc2c1	25	-34	8	12	1.1	4	1	-21	6
CC[C@@H]1[C@H]2CCCC(=O)N3CC[C@@H](C[C@@H]1Nc1ccccc1)[C@@H]23	33	-2	4	23	-2.0	0	23	-15	3
Cn1cncc1C#Cc1ccc2cc(CCO)oc(=O)c2c1	11	-3	8	9	4.9	4	5	0	0
OC(c1ccc(F)cc1)(C1CCCCC1)C(CN1CCOCC1)c1ccccc1 (stereo not drawn)	38	-1	20	10	-0.5	-1	13	3	-3
COC(=O)c1cc(S(=O)(=O)NCc2ccccc2OC)cn1C	4	2	11	-12	0.5	4	-5	1	-10
CCOC(=O)c1cnc(SCc2ccc(C)cc2)nc1N	-6	3	-21	24	5.4	5	24	-7	1
COc1ccccc1NC(=O)/C=C\c1ccco1	24	1	39	32	5.2	-3	2	-3	-4
CN(c1ccc(C(=O)NCc2ccc3c(c2)OCO3)cc1)S(C)(=O)=O	2	-1	5	8	-0.3	0	5	-36	-2
Cc1cnc(C(=O)Nc2ccc3c(c2)CCC3)cn1	16	2	29	14	-0.4	-5	6	-193	-3
CCOc1ccc(Nc2nc(-c3sc(N)nc3C)cs2)cc1	7	0	17	2	1.8	-4	3	-10	-1

Reformatted: five of the compounds above.
canonical_smiles | tim23-1 inh | GRIN3A LBD mod | NALP3 yeast inh | tim10-1 inh | UPR CHOP act | APJ agonist | TIM10 inh | Mdm2 MdmX PPI | XBP1 UPR activ
Cn1cncc1C#Cc1ccc2cc(CCO)oc(=O)c2c1 | 11 | -3 | 8 | 9 | 4.9 | 4 | 5 | 0 | 0
CC[C@@H]1[C@H]2CCCC(=O)N3CC[C@@H](C[C@@H]1Nc1ccccc1)[C@@H]23 | 33 | -2 | 4 | 23 | -2.0 | 0 | 23 | -15 | 3
CN(c1ccc(C(=O)NCc2ccc3c(c2)OCO3)cc1)S(C)(=O)=O | 2 | -1 | 5 | 8 | -0.3 | 0 | 5 | -36 | -2
Cc1ccn2cc(-c3nonc3C)cc2c1 | 25 | -34 | 8 | 12 | 1.1 | 4 | 1 | -21 | 6
CCOC(=O)c1cnc(SCc2ccc(C)cc2)nc1N | -6 | 3 | -21 | 24 | 5.4 | 5 | 24 | -7 | 1

More entries follow:
SMILES	tim23-1 inh	GRIN3A LBD mod	NALP3 yeast inh	tim10-1 inh	UPR CHOP act	APJ agonist	TIM10 inh	Mdm2 MdmX PPI	XBP1 UPR activ
O=C(O)C/C=C(\NC(=O)OCc1ccccc1)C(=O)OCc1ccccc1	8	0	34	24	-1.2	-2	9	0	-2
Cc1nnc(NC(=O)c2cc(S(=O)(=O)N(C)C)ccc2N2CCCC2)s1	12	-1	16	-12	0.1	-3	9	-17	5
Cc1ccc2c(c1)-n1c(nc3cc(C)ccc3c1=O)C(Cc1ccccc1)NC2=O (stereo not drawn)	18	.	10	16	-0.2	-2	-1	3	2
CONc1nc(NC(C)(C)C)nc(OCC#N)n1	-7	-8	4	14	4.7	-1	-1	-18	-1
Cc1ccc(NC2=NCCCCC2)cc1	11	-2	7	17	1.9	-2	7	-8	2
O=C(O)C1Cc2ccccc2CN1S(=O)(=O)/C=C/c1ccccc1 (stereo not drawn)	9	0	11	0	-1.3	-3	2	2	3
COc1cccc(SCc2noc(C(=O)NCCC(C)C)c2C(=O)NCCC(C)C)c1	11	2	0	3	1.1	-2	8	9	-3
CCN(CC(=O)Nc1ccc(OC)c(Cl)c1)CC(=O)NC(C)C	15	-1	-2	13	-0.5	-1	-1	0	-1
CCc1ccc(NC2=NCC(c3ccccc3)S2)cc1 (stereo not drawn)	31	-12	24	25	6.9	-3	35	-110	-1
C#CCn1c(=O)cc(C)c2ccccc21	-1	-2	11	0	0.3	-2	2	6	-2
CCCCn1c(SCC(=O)N2CCOCC2)nc2ccccc2c1=O	8	-2	12	-22	1.9	0	-5	-7	0
Cc1ccc2nc(N3CCN(C=O)CC3)nc(-c3ccccc3)c2c1	60*	-4	34	43*	-2.2	2	29	14	4
Cc1ccc(Oc2ncccc2COC(=O)Nc2ccccc2C)cc1	1	1	15	0	-1.4	-1	-6	4	-2
S=C(Nc1ccc(Oc2ccccc2)cc1)N(CCCN1CCOCC1)Cc1ccccn1	16	1	19	23	0.9	-1	8	-6	2
Cn1c(NN)nc2c1c(=O)n(Cc1ccccc1)c(=O)n2C	-3	1	10	-11	2.2	-2	2	-14	-10
Cc1ccc(N=Cc2sccc2C)cc1C	0	-1	3	19	1.0	-1	-8	-4	1
CCc1cc(=O)[nH]c(SCC(=O)NCC2CCCO2)n1 (stereo not drawn)	-9	-2	3	-12	0.2	-3	-9	14	-1
Cc1ccc(N2C(=O)C(CN3CCCC3)C2c2ccccc2)cc1 (stereo not drawn)	-3	0	20	7	-2.2	-3	3	38	-3
COc1ccc(-n2c(COc3cccc4ccccc34)nnc2SC(C)C(=O)O)cc1 (stereo not drawn)	-5	-4	4	22	-0.3	-3	24	25	-1
Cc1c(NC(=O)C2(c3ccccc3)CCCC2)c(=O)n(-c2ccccc2)n1C	0	3	8	24	-1.4	-3	-19	-1	-1
COc1ccc(C(c2nnnn2C2CCCC2)N2CCC(C)CC2)cc1 (stereo not drawn)	32	-2	16	28	0.1	-6	9	-14	1
Clc1ccc(/C=N/Nc2nn[nH]n2)cc1	2	1	7	16	-0.3	-3	-20	7	4
CC(C)CNS(=O)(=O)c1cc(C(=O)OC2CCOC2=O)c(Cl)cc1Cl (stereo not drawn)	3	1	15	6	2.0	1	2	-6	-2
COc1ccc(-n2ncc3c(NCC4CCCO4)ncnc32)cc1 (stereo not drawn)	3	0	24	21	0.8	2	-14	-138	2
O=C(Nc1ccc(F)cc1)c1cc(-c2ccccn2)nc2c(Cl)cccc12	-8	3	11	-13	1.6	7	-13	60*	20
COc1cccc(C(=O)Nc2ccccc2N2CCN(C(=O)c3ccccc3)CC2)c1	12	-3	14	5	-0.5	2	14	-20	-1
CCCCN(C(=O)c1c(C)noc1C)c1c(N)n(CCC)c(=O)[nH]c1=O	13	7	-6	13	2.5	1	-1	-4	0
O=C1C=CC(=O)C(C2=C3C(=O)N(CCc4ccccc4)CC(=O)N3CCC2)=C1	21	-6	17	30	131*	1	1	27	-3
CCCC1C(=O)Nc2ccccc2N1C(=O)c1cccc(C)c1 (stereo not drawn)	21	0	12	12	-0.7	-2	14	8	-4
COc1ccc(C2NC(=S)NC(C)=C2C(=O)Nc2ccccn2)cc1OC (stereo not drawn)	17	2	11	-3	0.7	4	-11	3	-1
Nc1nc(CN2CCN(C(=O)c3ccco3)CC2)nc(Nc2cccc(Cl)c2)n1	7	-2	5	1	0.7	1	17	6	2
O=C(Oc1ccc2c(c1)OCO2)c1ccncc1	19	.	10	24	-0.6	-2	7	25	0
O=C(COc1ccccc1)N1CCCC1	5	0	-1	-3	-1.8	-3	-4	-17	-1
N#Cc1ccc(OCc2nnc(-c3ccc([N+](=O)[O-])cc3)o2)cc1	33	0	21	32	0.1	2	15	10	-1
O=C(COC(=O)Cn1cnc2ccccc2c1=O)NCCC1=CCCCC1	18	-2	7	15	2.4	1	-5	18	-1
COC(=O)c1cc(NS(=O)(=O)c2ccc(F)cc2)ccc1N1CCOCC1	13	-1	2	7	1.5	-1	14	22	-2
c1ccc(C(c2ccccc2)c2noc(CN3CCN(CC4CC4)CC3)n2)cc1	16	-1	-5	1	1.1	-1	-10	23	-1
Cc1ccsc1C(C(=O)NCc1ccccc1)N(C(=O)c1csnn1)c1ccccc1 (stereo not drawn)	5	-5	26	12	-0.1	-1	0	23	-2
O=C(c1cc(-c2ccccc2)nn1-c1ccccc1)N1CCN(S(=O)(=O)c2cccc(F)c2)CC1	11	-3	16	-2	2.5	-4	-1	38	0
COc1ccc(S(=O)(=O)NCC2CCCO2)cc1NC(=O)c1ccc(Cl)cc1 (stereo not drawn)	11	1	9	20	-0.2	3	6	14	-2
CSCCOC(=O)COc1ccc(/C=N/NC(=O)c2c(Cl)cnn2C)cc1	22	1	19	-13	2.0	4	-5	14	1
COc1ccc(C2c3c(n[nH]c3C)CC(C)(O)C2C(C)=O)cc1OC (stereo not drawn)	-6	2	-7	6	-2.1	0	10	8	1
COc1ccc(CC(=O)Nc2cccc(-c3cn4ccccc4n3)c2)cc1	17	-11	20	-3	6.7	5	20	-32	4
